E coli Lon inh = inhibits E. coli Lon protease | P0A9M0 | purified E. coli Lon protease, fluorescence polarization | inhibition, % at 7.94 µM | 0.42% of 360,000 active | AID 602123; in the data active means inhibition above about 13%, passing the limit was not always enough;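 further: 0% = enzyme with probe and DMSO and 100% = no enzyme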
Target sequence (P0A9M0 whole entry, looked up): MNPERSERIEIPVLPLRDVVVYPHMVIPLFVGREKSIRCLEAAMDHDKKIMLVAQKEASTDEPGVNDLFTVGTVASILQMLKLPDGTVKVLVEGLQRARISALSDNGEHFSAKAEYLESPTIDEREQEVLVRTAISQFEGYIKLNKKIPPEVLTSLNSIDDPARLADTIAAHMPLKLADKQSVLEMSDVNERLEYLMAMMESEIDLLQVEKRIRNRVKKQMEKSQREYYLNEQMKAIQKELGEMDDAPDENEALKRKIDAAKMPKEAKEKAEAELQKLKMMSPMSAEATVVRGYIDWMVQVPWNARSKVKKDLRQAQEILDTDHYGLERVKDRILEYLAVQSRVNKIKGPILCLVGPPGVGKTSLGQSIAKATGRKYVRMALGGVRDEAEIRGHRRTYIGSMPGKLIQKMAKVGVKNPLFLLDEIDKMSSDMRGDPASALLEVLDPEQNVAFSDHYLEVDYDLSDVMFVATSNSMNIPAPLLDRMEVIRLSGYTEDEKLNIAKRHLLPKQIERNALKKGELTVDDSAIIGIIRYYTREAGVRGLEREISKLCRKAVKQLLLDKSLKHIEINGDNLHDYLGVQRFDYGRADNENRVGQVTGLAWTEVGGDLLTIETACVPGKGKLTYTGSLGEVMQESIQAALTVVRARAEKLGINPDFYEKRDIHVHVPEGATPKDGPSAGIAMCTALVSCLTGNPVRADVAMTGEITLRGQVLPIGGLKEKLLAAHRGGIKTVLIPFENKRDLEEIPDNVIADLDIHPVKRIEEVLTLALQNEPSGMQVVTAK
MT1-MMP act inh = inhibitors of human MT1-MMP activation | P50281 | HT1080 RFP-PRO-GFP cells, GFP/RFP ratio fluorescence, overnight; percent of plate control window, DMSO zero | GFP/RFP ratio change, % at 20 µM | 0.061% of 360,000 active | AID 651647;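 active means GFP/RFP ratio change of at least 30% with cell ATP level not reduced by more than half and red fluorescence within 50% of control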; further: strong numbers were not always called active
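Material: RFP-PRO-GFP reporter HT1080 cells. Dosing: single-point 20 µM compound, 1% DMSO. Controls: DMSO and RFP-L50D-GFP cell wells. Timing: cells overnight before dosing, compound overnight, 37 °C, 5% CO2. Measure: GFP/RFP fluorescence ratio.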
FAS-TE inh = inhibitors of human fatty acid synthase thioesterase domain; P49327; recombinant FAS-TE, OMFH fluorogenic substrate, fluorescence endpoint; inhibition, % at 15 µM; 0.67% of 360,000 active; AID 602261;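 active means compounds whose normalised, plate-corrected inhibition of enzyme fluorescence in the single-dose primary screen is 50% or more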;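 further: 0% = DMSO with enzyme and 100% = substrate without enzyme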
Neddylation inh = blocks human cullin neddylation; TR-FRET cullin neddylation, biochemical; calls only at 25 µM; 0.58% of 360,000 active; P61081+Q13564; in the data active means inhibition above about 36%
NRP1-CendR mod = alters CendR peptide binding to human NRP-1. O14786. FAM-RPARPAR peptide binding to NRP-1, fluorescence polarization. inhibition, % at 25 µM. 0.85% of 360,000 active. AID 602438;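 active means inhibition or corrected inhibition above about 18%, plus a signal ratio from 0.5 to 1.5, limit read from the data, passing the limit was not always enough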; further: strong numbers were not always called active
bovine MsrA act = bovine methionine sulfoxide reductase A activation; purified bovine MsrA, absorbance read-out; activation, % at 10.6 µM; 0.3% of 360,000 active; AID 602163; in the data active means activation above about 7.5%;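 further: 0% = vehicle and 100% = reference activator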
MLLE-PAM2 inh = blocks PAM2 peptide binding to the PABP1 MLLE domain; P11940; GST-MLLE / FITC-PAM2 fluorescence polarization; inhibition, % at 20 µM; 0.36% of 360,000 active; AID 588489; in the data active means inhibition above about 35%, passing the limit was not always enough;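 further: plate controls were DMSO wells with GST-MLLE for no effect and wells lacking GST-MLLE protein for full effect; some results filed as inactive read as strong as hits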
SKN-1 block = C. elegans SKN-1 inhibition; C. elegans VP596 Pgst-4::GFP/RFP ratio, acrylamide-induced, 24 h; inhibition, % at 21.8 µM; 0.49% of 360,000 active;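 active means interference check ratio from 0.5 to 1.5 plus GFP to RFP signal ratio inhibition reaching or exceeding a fixed threshold, cut at about 30% in these data, passing the limit was not always enough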; further: some compounds called inactive have numbers as strong as hits
Rin1 Abl inh = blocks binding of human Rin1 to Abl; P00519+Q13671; TR-FRET Rin1/Abl binding, biochemical; inhibition, % at 7.35 µM; 0.4% of 360,000 active; in the data active means inhibition above about 5%, passing the limit was not always enough
Numbers without * were called inactive; i = inactive; . = no result given; + = active, no number; & = joins results of further samples; ! = not active in a repeat.

SMILES	E coli Lon inh	MT1-MMP act inh	FAS-TE inh	Neddylation inh	NRP1-CendR mod	bovine MsrA act	MLLE-PAM2 inh	SKN-1 block	Rin1 Abl inh
Cc1ccc(NC(=O)c2ccc(OC(=O)c3cc4ccccc4o3)cc2)cc1	-1	4	-5	i	-5	-2	-5	83	-2
COc1cc2nc(CN3CCN(S(=O)(=O)c4ccccc4[N+](=O)[O-])CC3)[nH]c(=O)c2cc1OC	-19	-1	0	i	-10	3	3	7	-5
COc1cc(C(=O)N2CCN(c3ccccc3Cl)CC2)ccc1OCC(=O)N1CCOCC1	-1	-2	-6	i	-9	-1	-1	10	1
COc1cc(OC)cc(C(C(=O)NCc2ccccc2)N(Cc2ccco2)C(=O)c2ccno2)c1 (configuration not stated)	-39	-11	0	i	-40	-6	-72	-4	-1
COc1ccccc1OS(=O)(=O)c1ccc(NC(C)=O)cc1	6	4	1	i	-2	-2	2	0	-3
Cc1ccc(N2CCN(C(=O)c3cn(CC4CCCCC4)nn3)C(C)C2)cc1 (configuration not stated)	-5	-3	20	i	8	0	-5	24	-2
CCOc1c(C)cc(-c2ncccc2O)cc1C	6&-6	0&-1	-2&-5	+!	0&2	-2&-3	1&2	12&-30	-2&0
Cc1ccc2oc(-c3cccc(NC(=O)c4cc(-n5cnnc5)ccc4Cl)c3)nc2c1	6	11	-5	.	-23	1	-62	-27	-3
Cc1cc(NC(=O)NC2CC(=O)N(c3ccc4c(c3)OCCO4)C2)no1 (configuration not stated)	-8	-3	-6	i	-3	-5	-2	-10	2
O=C(NC(=S)Nc1ccccc1N1CCOCC1)c1ccc(Br)cc1	-6	-3	32	i	-5	-8	33	10	1
COc1cc(NC(=O)CCNC(=O)Cn2cnc3sc4c(c3c2=O)CCCC4)cc(OC)c1OC	5	-1	-5	i	15	-3	-1	15	4
O=C(CSc1ncnc2ccccc12)NCc1ccco1	6	-4	-5	i	-10	2	44*	0	0
O=c1oc2c(CN3CCCCC3)c(O)ccc2cc1-c1nc2ccccc2[nH]1	-32	-84	-13	.	-4	0	54	-4	-7
CC(C)=CCC/C(C)=C/CNC(=O)C[C@H]1C[C@H](C(=O)N2CCOCC2)[C@@]2(C)c3[nH]c4ccc(Cl)cc4c3CCN2C1=O	2	-24	25	i	5	-1	9	-8	3
Cc1ccc(S(=O)(=O)Nc2cccc(-c3ccc4nncn4n3)c2)cc1	-6	5	54*	i	-3	-2	-6	3	-2
O=C(NCc1ccco1)c1ccc(C(=O)NCc2ccco2)s1	0	-6	-8	i	-9	-3	-2	-2	0
COCc1[nH]nc2c1C(c1ccc(OC)cc1)C(C#N)=C(N)O2 (configuration not stated)	-1	3	-6	i	10	-12	-3	-16	-2
O=C(CSc1ccccc1)Nc1ccc(S(=O)(=O)NCC2CCCO2)cc1 (configuration not stated)	-1	5	-2	i	2	-1	23	4	0
Nc1ccc(OCc2ccco2)cc1	-4	5	-5	i	4	0	-15	9	-1
Cc1occc1C(=O)Nc1ccc(S(=O)(=O)N2CCCC2)cc1	3	-2	0	i	2	-2	-4	10	-2
Cc1cccc(C)c1-n1nnnc1C(c1ccnc2ccccc12)N(C)Cc1ccc(Cl)c(Cl)c1 (configuration not stated)	-2	-12	30	i	-5	-7	.	4	.
COc1cc(/C=C/C(=O)Nc2cc(S(=O)(=O)N3CCOCC3)ccc2N2CCCC2)cc(OC)c1OC	6	1	1	i	10	-2	40*	-5	-2
CCNS(=O)(=O)c1ccc(CCC(=O)N2CCN(c3ccccc3)CC2)cc1	2	0	-4	i	10	0	6	24	0
Cc1ccc(S(=O)(=O)NCc2ccccc2)cc1C(=O)NC1CCC(C)CC1 (configuration not stated)	2	2	6	i	0	-1	-9	-9	-1
CC(C)=CCN1CCN(CCCc2ccccc2)CC1CCO (configuration not stated)	9	1	-8	i	14	-6	10	9	2
SMILES	E coli Lon inh	MT1-MMP act inh	FAS-TE inh	Neddylation inh	NRP1-CendR mod	bovine MsrA act	MLLE-PAM2 inh	SKN-1 block	Rin1 Abl inh
CCCN(C(=O)c1cc(S(=O)(=O)N(C)c2ccccc2OC)ccc1C)C1CCS(=O)(=O)C1 (configuration not stated)	0	2	-2	i	-7	-4	6	-1	3
Cc1ccn2cc(CCNC(=O)c3ccc(Br)o3)nc2c1	-3	1	-7	i	-1	-1	-2	3	5
O=C(O)c1cc(=O)c2ccccc2[nH]1	2	0	-3	i	5	-6	1	6	-3
N#Cc1ncn(-c2ccc(Oc3ccccc3)cc2)c1N	2	5	-5	i	7	-3	-1	7	4
O=[N+]([O-])c1ccc(OCCCCCN2CCOCC2)cc1	-1	-1	-5	i	4	-3	-1	10	-1
O=C(O)c1nc(NCCc2ccccc2)ncc1Cl	1	0	-2	i	0	-10	-9	12	4
CCNC(=S)NC(=NCc1cccnc1)Nc1nc(C)cc(C)n1	-7	-4	-4	i	10	4	65*	6	1
COc1ccccc1C(CNC(=O)C(CCSC)NS(=O)(=O)c1ccccc1F)N1CCCC1 (configuration not stated)	0	-4	-7	i	-9	-7	10	4	3
CNC(=O)c1ccc(S(=O)(=O)c2ccc(Cl)cc2)c(NC(C)=O)c1	6	4	-5	i	6	-1	-12	-1	1
O=C(Nc1ncc2c(n1)-c1ccccc1OC2)c1ccccc1Cl	3	4	6	.	6	-6	3	3	0
S=C(c1c[nH]c2ccccc12)N1CCCC1	-3	-2	-4	i	-7	-5	-25	1	-4
COc1cccc(CN(C)S(=O)(=O)c2ccccc2Br)c1	3	-2	16	i	2	-1	2	0	1
Cc1ccc([N+](=O)[O-])cc1N=C(c1cccc([N+](=O)[O-])c1)N1CCOCC1	-2	-4	14	i	-4	-1	29	-14	-3
CCCOc1ccc(C(=O)CCC(=O)OCC(=O)N(CC)c2c(N)n(Cc3ccccc3)c(=O)[nH]c2=O)cc1	0	-2	0	i	-8	-3	-1	13	0
COc1ccccc1N1CCN(C(=O)C(C)NC(=O)c2ccco2)CC1 (configuration not stated)	-3	0	-3	i	9	-3	3	1	-1
CSc1nc(NCc2ccccc2)c2c3c(sc2n1)CN(C)CC3	-4	-11	-2	.	-20	0	-33	-18	-5
O=C1CC2CS(=O)(=O)CC2N1c1ccc(Oc2ccccc2)cc1 (configuration not stated)	1	-1	-3	i	0	-2	-4	6	-4
Cc1ccccc1-n1c(=O)[nH]c(=O)c2c(N)c(C(=O)c3ccc(Cl)cc3)sc21	1	-12	-7	i	-1	-9	12	2	0
COc1ccc(NC(=O)CNC(=O)Cn2c(C)cc3ccccc3c2=O)cc1OC	4	0	-5	i	-4	-2	14	2	0
CC1CN(c2ccc(NC(=O)c3ccco3)cc2C(=O)O)CC(C)O1 (configuration not stated)	-4	5	-3	i	15	-2	2	-9	-2
CCC(C)C(NC(=O)C(CC(C)C)NC(=O)C(CO)NC(=O)C1CCC(=O)N1)C(=O)OC (configuration not stated)	-1	0	-7	i	4	-3	-3	-1	-2
COC(=O)C1=C(C)NC(=O)/C1=C\c1ccc2c(c1)OCO2	3	0	-6	i	0	0	6	15	-5
CCNC(=S)N/N=C/c1ccco1	-9	0	-7	i	4	-5	23	8	0
Cc1cc(C(C)(C)C)cc(C)c1Cn1c2[n+](c3ccc(C(F)(F)F)cc31)CCCCC2	2	-24	0	i	0	1	-104	5	3
O=C(NCc1ccc(Cl)cc1)C1CCCN(S(=O)(=O)c2cnc[nH]2)C1 (configuration not stated)	-2	-3	-9	i	-2	-1	13	-13	-1
SMILES	E coli Lon inh	MT1-MMP act inh	FAS-TE inh	Neddylation inh	NRP1-CendR mod	bovine MsrA act	MLLE-PAM2 inh	SKN-1 block	Rin1 Abl inh
O=C(/C=C/[C@H]1O[C@@H](n2cnc3c(NC(=O)c4ccccc4)ncnc32)[C@H](O)[C@@H]1O)NCCCc1ccccc1	-4	1	-9	i	4	-2	1	16	3
COc1cc2c(cc1OC)CN(C(=O)/C=C/c1ccc([N+](=O)[O-])cc1)CC2	4	-1	12	i	-1	-1	-19	12	-5
CC(=O)NS(=O)(=O)c1ccc(NC(=O)COc2cccc3c2OC(C)(C)C3)cc1	-8	4	-4	i	-7	-3	-3	23	1
CCOc1ccccc1NC(=O)CSc1nc2c(c(=O)n1C)SC(C)C2 (configuration not stated)	0	0	-1	i	-2	-2	-2	-12	1
O=C(Nc1nccs1)c1ccc(Cl)cc1[N+](=O)[O-]	0	-9	-1	i	-20	-1	16	14	-3
CCCCN1CC[C@H]2C=CC[C@@H](C(=O)Nc3nccs3)[C@H]2C1=O	-1	0	-14	i	22	-3	6	10	0
O=C(O)c1ccc(CN(Cc2ccccc2)S(=O)(=O)c2ccc(Cl)cc2)cc1	0	0	-2	i	-1	-2	8	12	-1
CCOc1ccc(OCC)c(NC(=O)CCCN2C(=O)c3cccnc3C2=O)c1	1	-2	-5	i	6	-1	-2	7	0
CN1CCN(C(=O)c2cccc(S(=O)(=O)N3CCCC3)c2)CC1	-12	-1	-10	i	3	-4	1	-6	6
Cc1nc(SCC(=O)NCC2CCCO2)c2oc3ccccc3c2n1 (configuration not stated)	2	3	-4	i	9	-2	-10	6	-27
COc1ccc(CN2CCN(C(=O)c3ccc(S(=O)(=O)N4CCCCCC4)cc3)CC2)cc1F	-1	-2	14	i	5	3	2	12	-1
CCOc1ccc(C(=O)NCCc2cnc[nH]2)cc1OCC	2	2	-8	i	6	-2	2	-5	-2
COc1ccc(-c2nnn(CC(=O)N(CCCN3CCOCC3)C(C(=O)NC3CCCC3)c3ccco3)n2)cc1 (configuration not stated)	-3	-2	-2	i	10	-1	-7	-1	4
COC(=O)c1ccc(C(=O)N=c2sccn2C)cc1	-14	0	-4	i	10	-4	-1	18	-2
O=C(NCc1ccco1)c1nn2cccnc2c1Cl	11	4	-4	i	-15	-3	4	-4	-1
O=C(c1ccccc1F)N1CCCC(C(=O)N2CCc3ccccc3C2)C1 (configuration not stated)	7	0	-3	i	4	-3	6	0	0
CCN(CC(=O)NC(C)(C)C)C(=O)CN1c2cccc3cccc(c23)S1(=O)=O	0	-4	-1	+	-1	-2	2	11	0
COC(=O)C1CC2=C(CC(C)(C)CC2=O)N(c2ccccc2)C1=O (configuration not stated)	-4	1	-8	i	0	-4	-6	14	1
O=C(Cc1ccccc1)NCCSCc1ccc(Cl)cc1	-3	4	5	i	6	-1	5	-17	1
O=C(COC(=O)CCNS(=O)(=O)c1cccc(C(F)(F)F)c1)NC(=O)NC1CCCCC1	1	0	14	i	-4	-6	8	3	-2
CCOC(=O)c1cnn(-c2ccccc2)c1-n1cccc1C(=O)C(=O)Nc1ccc(F)cc1	1	3	17	i	7	-4	-7	8	0
CCOC(=O)Nc1ccc2c(CN(C)Cc3ccc(F)cc3)cc(=O)oc2c1	-20	0	-4	i	3	-3	-1	13	1
CC(C)[C@H](NC(=O)c1ccc(Br)cc1)C(=O)NC1CCCCC1	-3	-13	-5	i	-20	-5	-11	-22	1
CC1=NN(c2ccccc2)C(=O)/C1=C/c1cccs1	-7	-1	-11	i	-12	5	6	7	-1
O=C(CSc1nnc(NC(=O)c2cccc(F)c2)s1)NCc1ccco1	-5	1	-7	i	-13	-5	-4	-5	-1
COc1ccc(C)cc1N=Nc1ccc(O)c2ncccc12	0	31*	5	i	10	-2	11	4	9.0*

Given with values under each structure: part of the list above.
Values run as follows: E coli Lon inh	MT1-MMP act inh	FAS-TE inh	Neddylation inh	NRP1-CendR mod	bovine MsrA act	MLLE-PAM2 inh	SKN-1 block	Rin1 Abl inh
CC(C)[C@H](NC(=O)c1ccc(Br)cc1)C(=O)NC1CCCCC1
 : -3	-13	-5	i	-20	-5	-11	-22	1
O=C(NCc1ccc(Cl)cc1)C1CCCN(S(=O)(=O)c2cnc[nH]2)C1 (configuration not stated)
 : -2	-3	-9	i	-2	-1	13	-13	-1
Cc1cc(NC(=O)NC2CC(=O)N(c3ccc4c(c3)OCCO4)C2)no1 (configuration not stated)
 : -8	-3	-6	i	-3	-5	-2	-10	2

Screening data from PubChem.
